EWS-Fli block: EWS/Fli-driven NR0B1 reporter inhibitors, primary screen, A673 cells, NR0B1 luciferase, luminescence, MLPCN library | viability-normalised | inhibition, % at 12.6 µM | actives 0.67% (n = 350,000) | AID 651661, 2012;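 active = mean inhibition of at least 50% after viability correction, with every replicate also passing that limit; inconclusive = mean reaches 50% but only one of two replicates passes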;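 also: firefly luciferase signal divided by Alamar Blue viability fluorescence both relative to DMSO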
miR-122 sensor: miR-122 Renilla sensor signal increase in Huh7, primary screen, miR-122 inhibitor project, cell-based, single point, plate reader | Huh7 miR-122 Renilla luciferase sensor, 48 h; neutral wells = 0, positive control = 100 | activation (reporter increase), % at 12.5 µM | actives 0.3% (n = 340,000) | AID 602342, 2012;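 active = mean replicate activation score at least 90 and every replicate individually at or above 90; inconclusive = only one of the two criteria met; inactive = neither criterion met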;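 also: higher luciferase means less miR-122 activity so hits act as miR-122 inhibitors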
F508del corr: F508del CFTR correction, initial screen, CFBE line, single point; CFBE cells, YFP halide quenching; stimulated with forskolin plus potentiator P3; % fluorescence drop versus neutral controls; activity (quench increase), % at 7.58 µM; actives 0.36% (n = 350,000); AID 720511, 2013;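 active = mean added fluorescence quench of at least 8% versus neutral control, with both replicates also reaching 8%; inconclusive = only one of the mean or replicate conditions met; inactive = mean below 8% and not both replicates reaching 8%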;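 also: cells transiently co-express mutant CFTR-F508del with the halide-sensitive YFP; corrector assay measuring rescue of mutant channel to the surface after 24 h compound exposure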
GSIS activator: GLuc luminescence reporter in INS-1E cells, primary screen for activators of glucose-dependent secretion of insulin. actives 0.61% (n = 370,000). activation, % at 16.6 µM. INS-1E GLuc reporter insulin secretion, 2-3 h;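 active = lowest replicate activation of at least 40%, so every replicate reaches that level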;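 also: 0% = median of neutral control wells and 100% = median of IBMX positive control wells; some compounds called inactive have numbers as strong as hits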
FN deposit inh: inhibitors of fibronectin matrix deposition, primary screen, AH1F cells, Alexa488-fibronectin fluorescence, plate reader | AH1F fibroblasts, overnight | inhibition, % at 12.6 µM | actives 0.086% (n = 350,000) | AID 743247, 2014;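 active = mean inhibition across replicates of 30% or more, regardless of how many single replicates reach that level; inconclusive = mean under 30% yet at least half of replicates reach 30%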;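 also: positive control wells lacked labelled fibronectin entirely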
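Material: AH1F fibroblast monolayer depositing Alexa488-labelled fibronectin into matrix | Input: 10000 AH1F cells/well | Medium: DMEM plus 2% serum, read in PBS | Reagent: Alexa488-fibronectin, 24 nM final in well | Compound dosing: One dose per compound, pinned | Schedule: 1 h adhesion, overnight exposure | Measured by: Fluorescence at 485 nm excitation, 525 nm emission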
PAX8 reporter: inhibitors of PAX8-driven TPO luciferase reporter, primary screen, RMG-I cells, single concentration; SteadyGlo, 24 h; inhibition, % at 12.6 µM; actives 1.2% (n = 360,000);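 active = mean replicate inhibition at least 60% with every replicate also reaching 60%; inconclusive = only one of the two criteria is met; inactive = mean below 60% and not all replicates reaching 60%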;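 also: luciferase light reporting Pax8 driven TPO promoter activity; plate controls were median of neutral control wells for no effect and mitoxantrone controls for full effect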
DENV2 CPE rescue: inhibitors of DENV2 cytopathic effect, primary screen, cell-based, plate reader, single concentration. DENV2-infected cells, cytopathic effect rescue. CPE inhibition, % at 9.99 µM. actives 1.7% (n = 350,000). AID 651640, 2012; in the data active = CPE inhibition above about 20%, passing the limit was not always enough; inconclusive = no clear call, values can overlap the other calls; tested in BHK-21 cells;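 also: 0% = median of neutral control wells and 100% = median of positive control wells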
Active calls of the source: *; ? = inconclusive; nt = not tested or not shown; & = joins results of further samples; [ ] = dose if it differs, or a comment.

SMILES | EWS-Fli block | miR-122 sensor | F508del corr | GSIS activator | FN deposit inh | PAX8 reporter | DENV2 CPE rescue
CCOC(=O)/C=C/C(=O)Nc1ccc(S(=O)(=O)N2CCCCCC2)cc1 | 5 | nt | -1.6 | 1 | 6 | 32 | -4
O=C(c1ccc(F)cc1)c1cn(Cc2ccc(F)cc2)c2cc3c(cc2c1=O)OCCO3 | 6 | -5 | -6.4 | -6 | 1 | 14 | -5
Cc1noc(C)c1S(=O)(=O)N(C)C[C@H]1OCCCC[C@@H](C)Oc2ccc(NC(=O)CCCN(C)C)cc2C(=O)N([C@H](C)CO)C[C@@H]1C | -8&-2 | -6 | -1.6&0.8 | -2&16 | 7 | -4&5 | 1&-7
Cc1ccc(S(=O)(=O)Nc2ccc3c(c2)C(=O)N([C@@H](C)CO)C[C@H](C)[C@@H](CN(C)Cc2ccc(C(=O)O)cc2)OCCCC[C@H](C)O3)cc1 | -8 | 11[16.7 µM] | 1.3 | 25 | 1 | -4 | -4
Cc1nc2sc(C(c3cccs3)N3CCN(c4cccc(Cl)c4)CC3)c(O)n2n1 (stereo not drawn) | 17 | 0 | 0.2 | -19 | 6 | 31 | 10
CCc1nnc(NC(=O)c2c(O)c3c([nH]c2=O)CCCC3)s1 | nt | -9 | nt | nt | -67 | -12 | nt
Cc1noc(C)c1S(=O)(=O)N(C)C[C@H]1Oc2ccc(NS(=O)(=O)c3ccc(Cl)cc3)cc2CC(=O)N([C@H](C)CO)C[C@@H]1C | 5 | 2[16.7 µM] | -1.0 | -12 | nt | 8 | 0
c1ccc2[nH]c(CCCCCc3nc4ccccc4[nH]3)nc2c1 | 7 | -6 | -1.2 | -6 | nt | 5 | 5
Cc1cccc(NC(=O)c2nc[nH]c2C(=O)N2CCN(c3ccccc3)CC2)c1 | 1 | 4 | -0.3 | -2 | 10 | 6 | ?
CCOC(=O)CN(C(=O)c1ccccc1[N+](=O)[O-])C(C)(C)C | 4 | nt | -1.8 | 6 | -3 | -7 | -4
CCCCCCCNC(=O)c1cc(-c2ccncc2)nc2ccccc12 | 7 | -2 | 1.4 | 0 | 7 | 6 | 14
CCn1cc(C(=O)N2CCCC2)c(=O)c2cc(S(=O)(=O)N3CC(C)CC(C)C3)ccc21 (stereo not drawn) | nt | -1 | 0.9 | -27 | -1 | 7 | 3
Cc1ccc(C)c(NCC(=O)NNC(=S)Nc2ccccc2)c1 | 3 | 5 | 0.5 | 13 | 0 | -13 | -5
CCNC(=O)C[C@@H]1CC[C@H]2[C@@H](COc3ccc(NC(=O)Nc4cccc(Cl)c4)cc3C(=O)N2C)O1 | -2 | 25[16.7 µM] | -2.7 | -3 | -2 | 20 | -14
Cc1ccc(S(=O)(=O)n2ccc(-c3cccc(OCc4c(F)cccc4Cl)c3)n2)cc1 | nt | 1 | nt | nt | 7 | 4 | nt
CCOc1ccccc1NC(=O)NCc1cccnc1 | -3 | 0 | 0.5 | 21 | 0 | 5 | -4
COc1ccc(C2C(C(=O)/C=C/c3ccco3)=C(O)C(=O)N2CCN2CCOCC2)cc1 (stereo not drawn) | 4 | nt | 0.4 | 3 | -16 | -2 | -12
O=[N+]([O-])c1ccc(-n2nnnc2-c2ccccc2)c([N+](=O)[O-])c1 | 8 | 11 | nt | nt | 11 | 35 | 13
CNC(=O)c1ccccc1-c1cn(C)c2ccccc2c1=O | 4 | 3 | 3.0 | -9 | -7 | 6 | 4
Cc1onc(-c2c(F)cccc2Cl)c1C(=O)N(C)CCc1ccccn1 | 2 | -2 | 0.3 | -1 | -7 | -2 | 0
CSCCNCc1cn(-c2ccc(F)cc2F)nc1-c1ccccc1C | 7 | -6 | -1.3 | -42 | -14 | -3 | -4
O=C(Nc1cccc2ccccc12)c1ccccc1 | -129 | 5 | -1.4 | 8 | 0 | -206 | 3
COc1ccc2cc3cc(C(=O)NCCN4CCN(Cc5ccccc5)CC4)oc3nc2c1 | nt | -16 | nt | nt | 0 | -43 | nt
Cc1ccc(S(=O)(=O)CCC(=O)OCC(=O)c2cc(C)ccc2C)cc1 | 0 | nt | 4.1 | 5 | -2 | -6 | -5
CN1c2ccc(Br)cc2[C@@H]2[C@@H](CCN2C(=O)c2cccc(F)c2)[C@@H]1CO | 4 | 2[16.7 µM] | -6.6 | 0 | 1 | -40 | 9

Further entries follow.
SMILES | EWS-Fli block | miR-122 sensor | F508del corr | GSIS activator | FN deposit inh | PAX8 reporter | DENV2 CPE rescue
Cc1cc(OCC(=O)OCC(=O)NCCN2C(=O)CSC2=O)ccc1Cl | 1 | -13 | -2.1 | nt | 1 | -1 | 0
O=C(O)CSc1nnnn1-c1ccc2c(c1)OCCO2 | nt | -1 | nt | nt | -5 | 4 | nt
COC(=O)C[C@H]1C=C[C@H](NC(=O)c2ccccc2)[C@H](CO)O1 | -3 | nt | 2.8 | -3 | nt | -24 | 2
Cc1ccc(SC[C@H](Cc2ccccc2)N2CCN(C)CCC2=O)cc1 | -4 | nt | -3.0 | nt | 6 | -12 | -19
CCOc1ccc(N(CC(=O)Nc2ccccc2F)S(=O)(=O)c2c(C)[nH]c(=O)[nH]c2=O)cc1 | nt | 0 | -2.2 | 13 | -3 | -2 | -1
COC(=O)[C@H]1[C@H](CO)[C@H]2Cn3c(ccc(/C=C/c4ccccc4)c3=O)[C@H]2N1CC1CCCCC1 | 1 | 2[16.7 µM] | 4.9 | -5 | nt | 47 | nt
CCOc1ccc(-c2nnn(CC(=O)N3CCCC(C)C3)n2)cc1 (stereo not drawn) | 12 | nt | 2.5 | -8 | -1 | 13 | -7
COCC(C)NC(=O)Cn1c(SCc2ccccc2)nc2ccccc21 (stereo not drawn) | -4 | nt | 0.0 | 13 | -4 | -14 | 5
FC(F)(F)c1cccc(Cc2noc(CN3CCCC(CN4CCCC4)C3)n2)c1 (stereo not drawn) | 2 | 23 | -1.4 | -22 | nt | -8 | 5
C#CC(=O)CCC1CCCN1C(=O)OC(C)(C)C (stereo not drawn) | -9 | 2 | -1.2 | -7 | -6 | -17 | -3
Cc1ccc(NC(=O)CSc2nnc(CNC(=O)C34CC5CC(CC(C5)C3)C4)n2-c2ccc(F)cc2)cc1 | nt | -6 | nt | -13 | 7 | 2 | nt
Cc1ccc(NS(=O)(=O)c2c(C)[nH]c(C)c2C(=O)N2CCCCC2)cc1F | 7 | 38 | -1.2 | -33 | -12 | 7 | -6
COCC#Cc1ccc([C@@H]2[C@@H](CO)N3C(=O)CN(C(=O)c4ccncc4)C[C@H]23)cc1 | -1 | nt | -1.6 | 1 | -3 | -7 | 1
CN(C(=O)c1ccccc1F)C(c1ccccc1)c1ccccc1 | 0 | 3 | 0.7 | -14 | -2 | 3 | 18
S=C(NCCCc1ccccc1)Nc1ccc(Br)cc1 | -3 | 6 | -5.2 | -37 | 2 | 7 | 20
CCSC(C)CC1C/C(=N/O)c2c(CC)noc2C1 (stereo not drawn) | -11 | -16 | 0.3 | -8 | nt | nt | nt
O=C(N/N=C/c1ccc(Br)cc1)c1ccc(Br)o1 | nt | nt | nt | -12 | -1 | -242 | nt
Cc1c(C(=O)N2CCOCC2)sc(NC(=O)c2ccccc2F)c1C#N | -5 | 0 | -0.8 | 1 | 9 | -7 | -6
Cc1cc(N2CCOCC2)nc2ccc(NC(=S)N3CCN(Cc4ccccc4)CC3)cc12 | 3 | 8 | -0.9 | 2 | 2 | -14 | 1
CCNc1cc(N2CCOCC2)nc(SC)n1 | 9 | nt | -1.1 | nt | 3 | -8 | -5
COc1ccc(CNCCC(c2ccc(F)cc2)c2ccc(OC)cc2)cc1 (stereo not drawn) | nt | nt | nt | 5 | 3 | 19 | nt
Nn1c(SCC(=O)NC2CCCCC2)nnc1-c1ccco1 | -10 | nt | 2.0 | 8 | 22 | -13 | -1
Cc1ccc(C(=O)NCCn2cc(SCC(=O)Nc3nnc(C)s3)c3ccccc32)cc1 | -22 | -3 | -2.9 | -15 | 7 | -82 | 8
C[C@@H]1CN([C@@H](C)CO)C(=O)c2cc(NC(=O)Nc3cccc4ccccc34)ccc2O[C@H]1CN(C)S(=O)(=O)c1cn(C)cn1 | 7 | -2[16.7 µM] | -0.6 | -5 | nt | nt | 15
Cc1cccc(Nc2ncnc3nc[nH]c23)c1C | -27 | -4 | -3.8 | -2 | 5 | -10 | 7

The last 2 compounds of the section before lead into the next:
SMILES | EWS-Fli block | miR-122 sensor | F508del corr | GSIS activator | FN deposit inh | PAX8 reporter | DENV2 CPE rescue
C[C@@H]1CN([C@@H](C)CO)C(=O)c2cc(NC(=O)Nc3cccc4ccccc34)ccc2O[C@H]1CN(C)S(=O)(=O)c1cn(C)cn1 | 7 | -2[16.7 µM] | -0.6 | -5 | nt | nt | 15
Cc1cccc(Nc2ncnc3nc[nH]c23)c1C | -27 | -4 | -3.8 | -2 | 5 | -10 | 7
COc1ccccc1Nc1ccc([N+](=O)[O-])cc1N | -5 | -31 | nt | 8 | -17 | 6 | 3
COc1ccc([Si](C)(C)[C@@H]2[C@@H](CC(=O)N3Cc4ccccc4C[C@H]3CO)O[C@]3(C(=O)N(C)c4c(Br)cc(C)cc43)[C@H]2C)cc1 | -1 | nt | -0.4 | nt | nt | 81* | 21*
Cc1noc(C)c1NC(=O)N(C)C[C@H]1Oc2ccc(NC(=O)NC3CCCCC3)cc2CC(=O)N([C@@H](C)CO)C[C@@H]1C | -11 | -7[16.7 µM] | 0.4 | 8 | nt | nt | -3
O=C(C[C@@H]1CC[C@@H]2[C@H](COC[C@H](O)CN2S(=O)(=O)c2cccc(F)c2)O1)NCc1ccncn1 | -2 | -5[16.7 µM] | 1.6 | 1 | -3 | -5 | -3
CCC1C(=O)Nc2ccccc2N1C(=O)COc1ccccc1 (stereo not drawn) | 2 | -2 | -3.7 | 27 | nt | 10 | -7
O=C(c1ccc(-c2ccccc2)cc1)N1CCN(c2ccc3c(c2)C2CC3CCN2C(=O)OCc2ccccc2)CC1 (stereo not drawn) | -50 | -5 | -0.1 | 4 | -2 | 16 | -4
O=S(=O)(Nc1nc2ccccc2nc1NCc1ccco1)c1cccs1 | nt | 2 | nt | nt | -1 | 2 | nt
CCCn1c(SCC(=O)NCc2cccs2)nc2c1c(=O)n(C)c(=O)n2C | 4 | -3 | -1.2 | -1 | nt | nt | 0
C/C=C/c1ccccc1[C@@H]1[C@@H](C#N)N(C(C)=O)[C@H]1CO | -2 | nt | 1.5 | 5 | -2 | nt | -2
C[C@H]1CN([C@@H](C)CO)C(=O)Cc2cc(NC(=O)Nc3ccc(F)cc3)ccc2O[C@H]1CN(C)S(=O)(=O)c1cn(C)cn1 | -4 | -1[16.7 µM] | -1.9 | -9 | nt | 5 | nt
COc1ccc(-c2cn(CCO)c(-c3ccc(Cl)nc3)n2)cc1 | 6 | 4 | -1.0 | 6 | 5 | 1 | 0
CCCN1C(=O)c2cc(C(=O)Nc3ccccc3OC)ccc2C1Nc1ccccc1OC (stereo not drawn) | 7 | nt | 1.1 | 7 | 9 | 19 | -3
COc1ccc(NC(=O)C2CCCN(S(C)(=O)=O)C2)cc1OC (stereo not drawn) | -5 | nt | 3.2 | nt | 21 | 12 | 9
C[C@@H]1CN([C@@H](C)CO)C(=O)c2cc(NC(=O)c3ccccc3)ccc2O[C@@H](C)CCCCO[C@@H]1CN(C)C(=O)Cc1ccccc1 | 9 | -1[16.7 µM] | -0.3 | -25 | 9 | nt | -6
CO[C@H]1CN(C)C(=O)c2ccc(NC(C)=O)cc2OC[C@H](C)N(Cc2ccccc2F)C[C@@H]1C | nt | nt | -2.7 | 6 | 12 | 13 | -1
CCOC(=O)c1[nH]c(C)c(C(=O)OCC)c1C | 14 | -3 | 1.1 | 4 | -5 | -56 | -2

Assay outcomes deposited in PubChem BioAssay by Broad Institute.
